Screening data from PubChem.
SIAH1 antagonists: Siah-1 peptide-binding antagonists, primary screen, biochemical, fluorescence polarization, rhodamine-plectin, uHTS (AID 1817); Siah-1 / rhodamine-plectin peptide fluorescence polarization; higher % means a stronger effect; displacement, % at 20 µM; hits with a dose series show IC50 in µM; actives 0.02% (n = 290,000);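 active = displacement of at least 50% at 20 µM, with a fluorescence ratio check between 0.3 and a set limit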;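 also: plate controls were Siah plus tracer with DMSO for no effect and tracer alone without Siah for full effect; strong numbers were not always called active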
Rac1 GTP hydrolysis: MgcRacGAP GTPase-activating activity inhibitors, confirmation, biochemical, ADP Hunter fluorescence | inhibition, % at 30 µM; hits with a dose series show IC50 in µM | AID 624330 | actives 0.6% (n = 340,000) | MgcRacGAP-stimulated Rac1 GTP hydrolysis, ADP Hunter fluorescence; higher % means a stronger effect; GST-tagged Rac1 F28L mutant substrate;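 active = first-screen hits whose inhibition reached a set limit at any dose in the follow-up dose series; inconclusive = inhibition above the set first-screen limit but never retested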;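 also: fluorescence reports GDP produced by GAP-driven GTP hydrolysis; strong numbers were not always called active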
K1F lysis inhibition: protection from phage-mediated lysis, alamar blue read-out – E. coli UTI89, K1F phage, bacterial capsule biogenesis inhibitors (AID 488966); E. coli UTI89 K1F phage lysis, alamar blue, 2 h; higher % means a stronger effect; one-dose inhibition, % at 100 µM; IC50 in µM for titrated hits; actives 0.02% (n = 340,000);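 active = phage lysis inhibition, versus mean bacterial control, above a set limit; inconclusive = no clear call, values can overlap the other calls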;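 also: capsule biogenesis inhibitors block K1F phage lysis so surviving cells raise fluorescence; higher fluorescence means more inhibition of phage lysis; actives were called in the ten point dose series up to 300 µM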
NTR1 ag: agonists of NTR1, primary screen, imaging, U2OS cells, beta-arrestin-GFP, high content (AID 493036) | P30989 | NTR1-U2OS beta-arrestin-GFP spot imaging, agonist mode | activation, % at 20 µM | actives 0.17% (n = 330,000);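 active = activation at or above 40% of the spot to cytoplasm intensity ratio, with at least 20 cells analyzed; inconclusive = wells under 20 cells, flagged as cytotoxic or low count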;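 also: 0% = DMSO without peptide and 100% = 100 nM NTR1 peptide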
Target sequence (P30989 whole entry, looked up): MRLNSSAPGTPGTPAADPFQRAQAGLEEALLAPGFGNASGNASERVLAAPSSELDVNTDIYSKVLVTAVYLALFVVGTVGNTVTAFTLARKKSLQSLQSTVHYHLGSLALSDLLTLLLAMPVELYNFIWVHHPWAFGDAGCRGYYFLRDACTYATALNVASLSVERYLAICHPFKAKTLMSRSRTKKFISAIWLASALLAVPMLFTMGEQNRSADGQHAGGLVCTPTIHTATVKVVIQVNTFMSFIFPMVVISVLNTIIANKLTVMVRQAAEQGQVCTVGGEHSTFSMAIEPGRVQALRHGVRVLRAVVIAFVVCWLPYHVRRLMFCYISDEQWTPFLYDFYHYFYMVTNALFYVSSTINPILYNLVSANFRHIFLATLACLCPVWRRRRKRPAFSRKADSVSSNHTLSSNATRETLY
Large T inhibition: SV40 large T antigen inhibitors, biochemical (AID 1903); actives 0.39% (n = 310,000); SV40 large T antigen ATPase/helicase inhibition assay; higher % means a stronger effect; inhibition, % at 20 µM; hits with a dose series show IC50 in µM; in the data active = a potency from the dose series; inconclusive = inhibition mostly from about 32% at the one dose, without a potency; inactive = the rest, 99 in 100 with inhibition below about 32%; also: strong numbers were not always called active
RSV antiviral HEp-2: RSV antiviral activity via CPE protection, HEp-2 cells, primary 10 µM value included (AID 2391). HEp-2 cells, RSV-induced CPE inhibition; higher % means a stronger effect. one-dose CPE inhibition, % at 10 µM; IC50 in µM for titrated hits. actives 0.13% (n = 310,000); in the data active = a potency from the dose series; inconclusive = CPE inhibition mostly from about 23% at the one dose, without a potency; inactive = the rest, 99 in 100 with CPE inhibition below about 21%; also: strong numbers were not always called active
AID2073: disruptors of CaV2.2 binding to Mint1 – biochemical, HTRF (AID 2073). HTRF protein-protein interaction, Mint1-CaV2.2; higher % means a stronger effect. inhibition, % at 20 µM, or IC50 in µM where a hit was titrated. actives 0.19% (n = 290,000); in the data active = inhibition mostly above about 51%, no sharp cut-off; inconclusive = no clear call, values can overlap the other calls; inactive = mostly below about 53%; also: some results filed as inactive read as strong as hits
West Nile virus CPE: inhibition of WNV-induced cytopathic effect – cell-based, CPE readout (AID 1621); West Nile virus-infected cells, CPE inhibition; higher % means a stronger effect; one-dose CPE inhibition, % at 10 µM; IC50 in µM for titrated hits; actives 0.02% (n = 290,000); in the data active = a potency from the dose series; inconclusive = CPE inhibition mostly from about 3.7% at the one dose, without a potency; inactive = the rest, 99 in 100 with CPE inhibition below about 2.2%; also: strong numbers were not always called active
Dengue-2 NS5 capping: flavivirus cap methylation enzyme inhibition – biochemical, confirmation dose response, primary screen (AID 588689); Dengue-2 NS5 methyltransferase capping enzyme assay, biochemical; higher % means a stronger effect; actives 0.3% (n = 340,000); inhibition, % at 25 µM; hits with a dose series show IC50 in µM; in the data active = a potency from the dose series; inconclusive = inhibition above about 29% without an active follow-up result
NTR1 ag cell count 20 µM: also measured in NTR1 ag; calls as there; cell count; measured here: cell count, cytotoxicity flag
Dengue-2 NS5 capping pilot replicate: second read-out of Dengue-2 NS5 capping, no call of its own (marks repeat the call); inhibition, %; measured here: pilot screen replicate inhibition
Active calls of the source: *; u = inconclusive; x = no result given; [ ] = another dose, or the depositor's remark.

SMILES	SIAH1 antagonists	Rac1 GTP hydrolysis	K1F lysis inhibition	NTR1 ag	NTR1 ag cell count 20 µM	Large T inhibition	RSV antiviral HEp-2	AID2073	West Nile virus CPE	Dengue-2 NS5 capping	others
COc1ccccc1NC(=O)CC(NC1CCCCC1)C(=O)O (stereo not drawn)	-0.4%	5.7%	5.9%	4.2	60	-2.1%	1.8%	0.4%	0.4%	-0.7%
CCSc1nnc(NC(NC(C)=O)(C(F)(F)F)C(F)(F)F)s1	5.6%	7.3%	0.5%	0.2	55	1.1%	0.4%	-0.9%	0.1%	0.7%
O=C(COC(=O)COc1cccc(Br)c1)Nc1ccc(F)cc1F	x	-0.2%	-0.2%[50 µM]	-1.2	47	x	1.3%	x	x	1.9%
CC(=C/C(=O)O)/C=C/c1ccc([N+](=O)[O-])cc1	-3.5%	5.3%	-1.9%	x	x	-1.3%	-0.3%	-23.5%	0.3%	-4.0%
COc1ccccc1OC(C)C(=O)N1CCc2ccccc21 (stereo not drawn)	x	3.3%	0.8%[50 µM]	-1.5	67	8.1%	5.0%	x	x	0.0%
CCOc1ccccc1NC(=O)CSc1nnc(-c2ccncc2)o1	x	13.3%	1.1%[50 µM]	-0.6	46	17.1%	-1.0%	x	x	2.9%
CN(Cc1nccs1)C(=O)c1cc(COc2cccc3cnccc23)on1	6.0%	3.6%	0.2%	-0.6	74	-0.3%	-1.2%	2.1%	-0.6%	-10.6%
CCS(=O)(=O)C(C)(CCl)C(=O)Nc1ccc(C(=O)OC)cc1 (stereo not drawn)	6.6%	12.6%	0.2%	-1.7	36	4.3%	1.4%	-3.1%	-0.1%	-0.8%
COc1cccc(C(=O)NCc2ccc(N3CCN(C(=O)OC(C)(C)C)CC3)cc2)c1	0.5%	6.0%	0.9%	0.9	90	-0.4%	-0.3%	-6.5%	-0.6%	0.0%	Dengue-2 NS5 capping pilot replicate=-1.5
O=C(CSc1nnc(CNc2ccc(F)cc2)n1CC1CCCO1)Nc1ccccc1 (stereo not drawn)	-2.7%	14.5%	0.2%	0.1	36	4.8%	2.3%	-4.1%	-0.1%	0.6%
CC(=O)N/C(=C/c1ccc(OS(=O)(=O)c2ccc(C)cc2)cc1)C(=O)NCCCO	2.0%	x	x	-0.3	40	5.2%	1.1%	-5.7%	0.3%	x
CCn1nc(NS(=O)(=O)c2ccccc2)c2cc3ccccc3nc21	5.7%	15.5%	-0.2%	1.3	62	17.5%	2.5%	0.4%	-0.2%	1.4%
Cc1cccc(NC(=O)c2cc(=O)n(Cc3ccccc3)c(=O)[nH]2)c1	38.9%	9.4%	-0.2%	-1.6	93	4.1%	2.9%	-10.1%	0.5%	0.0%
CC(C)(C)c1[nH]c2ccccc2c1/C=N/O	0.0%	-10.5%	-0.8%	1.3	45	0.3%	4.4%	-4.0%	0.2%	-11.8%
c1ccc(CN2CCN(C3CCCSc4ccccc43)CC2)cc1 (stereo not drawn)	x	-1.0%	-0.6%	2.3	60	10.9%	-1.7%	x	x	-12.4%
COc1ccccc1/C=C/C=C1N=C(/C=C/c2ccc(Cl)cc2)OC/1=O	14.1%	9.1%	1.1%[50 µM]	0.9	64	24.7%	4.4%	7.2%	0.6%	-30.9%
CCOC1(OCC)N=C(N)C2(C#N)C(c3ccc(NC(C)=O)cc3)C12C#N (stereo not drawn)	0.8%	20.1%	0.7%	-0.1	37	7.8%	-0.7%	-11.2%	0.2%	3.4%
CCn1c(O)c(/C=N/n2cnnc2)sc1=S	5.6%	7.0%	-0.4%	-0.6	85	17.1%	2.5%	-15.3%	0.3%	-14.3%
COc1ccccc1C(=O)Nc1ccc2c(c1)nc(CCNC(=O)c1ccccc1)n2C	2.9%	x	x	-0.5	44	9.3%	x	3.1%	-0.4%	x
CC(NC(=O)c1ccc(S(=O)(=O)N(C)C)cc1)c1ccccc1 (stereo not drawn)	2.8%	4.1%	1.0%	-1.3	79	3.5%	2.3%	6.5%	1.6%	-5.7%
CC[C@]12c3[nH]c4cc(CCC(=O)N(C)C)ccc4c3CCN1C(=O)[C@@H](CC(=O)NC/C=C(\C)CCC=C(C)C)C[C@@H]2C(=O)N1CCN(C(=O)C2CC2)CC1	x	8.2%	-0.1%	0.2	57	x	x	x	x	-1.6%	Dengue-2 NS5 capping pilot replicate=-3.6
O=C(CN1CCN(c2ccccn2)CC1)Nc1cccc(F)c1	-4.3%	8.8%	1.0%	-0.9	46	10.8%	-2.2%	-10.1%	0.1%	-3.9%
O=C(c1cc(=O)c2ccccc2o1)N1CCN(c2ccccc2)CC1	6.8%	2.1%	0.4%	0.3	36	-106.4%	2.7%	-0.4%	-1.3%	7.0%
Cc1cc(Oc2ccc(C(C)(C)C)cc2)nc(N2CCOCC2)n1	2.2%	7.4%	1.1%	8.8	40	4.8%	2.3%	3.8%	-0.5%	-5.5%
Cc1cc(NC(=O)COC(=O)C2=NN(c3ccccc3)C(=O)CC2)c([N+](=O)[O-])cc1C	x	1.6%	0.4%[50 µM]	1.1	60	x	x	x	x	-6.0%
The results go on.
SMILES	SIAH1 antagonists	Rac1 GTP hydrolysis	K1F lysis inhibition	NTR1 ag	NTR1 ag cell count 20 µM	Large T inhibition	RSV antiviral HEp-2	AID2073	West Nile virus CPE	Dengue-2 NS5 capping	others
Cc1ccc(NC(=O)COC(=O)c2ccccc2F)cc1S(=O)(=O)N1CCCCC1	x	7.6%	0.3%[50 µM]	1.3	54	x	x	x	x	5.1%
O=C1c2cccnc2C(O)N1Cc1cccs1 (stereo not drawn)	-3.1%	0.2%	-1.5%	0.3	82	0.8%	2.0%	9.2%	0.3%	-10.5%
Oc1ccc(Br)cc1/C=N/N1CCN(Cc2ccccc2)CC1	1.3%	4.5%	0.3%	3.6	55	3.5%	1.4%	18.6%	-0.3%	-7.5%
Cc1cc2c(c(C)nn2-c2ccccc2)c(=O)o1	2.1%	8.1%	0.2%[50 µM]	-0.7	62	0.4%	1.2%	6.8%	0.1%	-5.5%
CCCCCCc1c(C)c2ccc(OCC(=O)N[C@@H](Cc3ccccc3)C(=O)O)cc2oc1=O	36.4%	6.8%	-7.7%	-0.3	95	25.9%	2.3%	27.5%	-0.2%	28.3%
N#CC1(C#N)C(c2ccccc2)OC23CCCCC2C1(C#N)C(=N)O3 (stereo not drawn)	0.0%	11.2%	0.5%	-0.8	46	18.0%	2.6%	3.3%	1.4%	u
O=C(NCc1cc(C(F)(F)F)cc(C(F)(F)F)c1)C1CC(c2ccc(C(F)(F)F)cc2)=NO1 (stereo not drawn)	x	0.8%	11.1%	2.8	81	9.2%	0.9%	x	-0.7%	-5.6%
Nc1cc(C(F)(F)F)ccc1-n1cccc1	-4.7%	-1.1%	1.1%	-1.0	91	-0.7%	3.0%	-5.0%	0.3%	x
CN(C)C(C(=O)Nc1cc(Cl)cc(Cl)c1)c1ccccc1 (stereo not drawn)	-0.1%	4.3%	-0.4%	1.3	39	11.8%	-0.7%	16.0%	-0.9%	3.9%
CCS(=O)(=O)N1Cc2ccccc2CC1C(=O)OCC(=O)N(C(C)C)C(C)C (stereo not drawn)	1.7%	6.2%	0.9%	-0.6	43	6.0%	1.0%	13.8%	-0.5%	-9.3%
O=C(NCCO)c1ccccc1O	-4.4%	3.2%	-1.3%	-3.8	84	5.6%	0.6%	5.7%	0.2%	-4.8%
Cc1nc(N2CCCCC2)c2c(-c3cccs3)csc2n1	-0.9%	11.3%	0.0%	0.6	56	11.6%	10.2%	-19.5%	0.0%	-9.9%
CCn1c(=O)c([N+](=O)[O-])c(N2CCSCC2)c2ccccc21	1.6%	6.7%	-0.4%	4.0	63	7.7%	3.9%	-2.7%	-0.7%	-10.7%
Cc1ccc(-c2csc3nnc(SCC(=O)Nc4cccc(C)n4)n23)cc1	3.2%	1.6%	-1.2%	-2.2	58	-9.5%	0.7%	1.0%	x	-4.0%
CCOC(=O)N1CCN(C(=O)NC2CCCCC2)CC1	2.0%	8.7%	0.1%	3.5	69	21.1%	2.3%	-5.2%	0.4%	-1.6%
COc1ccc(-c2nn3c(-c4cccc(C)c4)nnc3s2)cc1OC	x	-0.8%	1.8%	17.3	52	x	-1.0%	x	0.1%	-2.0%
COc1ccc(CN(CC(=O)NC2CCCC2)C(=O)c2ccc(-c3ccccc3)[nH]2)cc1	3.4%	0.1%	0.9%	3.2	64	5.2%	12.2%	-2.9%	-1.4%	-12.7%
Cc1cccc(-n2nc3c([n+]2[O-])CCc2nonc2-3)c1C	5.5%	7.1%	6.4%	0.1	37	4.7%	1.1%	-1.2%	-0.3%	0.7%
CC(/C=N\N1CCN(c2ccc(Cl)cc2)CC1)=C\c1ccccc1	-3.0%	2.8%	0.3%	-0.6	57	12.2%	0.0%	1.9%	0.1%	-2.1%
CC1(C)CC(=O)C=C(NNC(=O)c2ccccc2O)C1	0.1%	14.2%	0.6%	0.8	63	4.6%	0.2%	5.2%	0.4%	-9.6%
O=S(=O)(NCCc1ccccc1)c1cccc2nsnc12	-1.7%	3.8%	-0.4%	-0.1	42	4.5%	0.5%	-6.3%	-0.5%	-2.1%
COc1ccc(Br)cc1S(=O)(=O)NNC(=O)c1c(C)nc2ccccn12	11.3%	x	x	1.3	49	21.5%	0.8%	-8.8%	-0.4%	x
COc1ccc(NC(=O)CN2CCN(CC(=O)Nc3ccccc3Cl)CC2)cc1	1.3%	7.2%	0.2%	-0.9	61	14.7%	1.3%	17.0%	0.8%	-1.4%
O=S(=O)(c1cccs1)N1CCc2ccccc21	-6.2%	7.7%	0.8%	-0.6	31	23.0%	3.9%	-9.8%	-0.3%	2.7%
O=C(CN1CCC(C(=O)c2ccc(F)cc2)CC1)Nc1ccccc1	-4.3%	2.2%	1.9%	0.9	76	13.4%	-0.6%	-2.6%	0.0%	-4.8%
CC(C)(C)c1nc(SCC(=O)N2CCCC2)c2ccccc2n1	6.1%	-10.6%	-0.6%	1.6	32	1.8%	0.7%	6.9%	-0.4%	-11.7%
COc1ccc(OCC(=O)Nc2nnc(S(=O)(=O)N3CCCCCC3)s2)cc1	-3.7%	11.2%	-1.5%	-0.1	49	x	2.6%	13.5%	0.1%	-7.7%
CCN(CC(=O)Nc1ccc(Br)cc1)C(=O)c1nc2nc(C)cc(C)n2n1	x	10.6%	0.3%[50 µM]	-0.7	65	x	1.9%	x	x	2.2%
